Screening results: PubChem BioAssay, National Center for Advancing Translational Sciences (NCATS)
Pf growth 96h: Primary qHTS for delayed death inhibitors of the malarial parasite plastid, 96 hour incubation; P. falciparum luciferase reporter growth, 96 h; Potency, µM (series often up to 28.7 µM), for inactives: top-dose activity change, negative = inhibition, most hits filed as inhibitors; actives 6.9% (n = 320,000); AID 504834, 2011; also: potency is read from the fitted curve at half-maximal effect; % is scaled to controls: 0 for no effect and ±100 for the full control effect
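Erythrocytes infected with luciferase-expressing P. falciparum were dispensed at 2% hematocrit and 0.05% parasitemia (final), then incubated with compounds 96 hours at 37 C in 5% CO2. Luminescence after detection reagent addition reported growth.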
CHX counter: Cycloheximide Counterscreen for Small Molecule Inhibitors of Shiga Toxin. cell reporter, cycloheximide protein synthesis inhibition counterscreen. max response, %. actives 12% (n = 300,000); in the data active = max response mostly above about 13%, no sharp cut-off; inactive = mostly below about 14%; also: read at 38.3 µM for the half of the compounds with a filed dose; 0% is about no effect
Shiga toxin inh: A qHTS for Small Molecule Inhibitors of Shiga Toxin | Vero cells, Shiga toxin protein synthesis inhibition reporter | inhibition, % at 38.7 µM | actives 9.2% (n = 290,000); in the data active = inhibition mostly above about 28%, no sharp cut-off; inactive = mostly below about 43%; also: 0% is about no effect
Pf growth 48h: Primary qHTS for delayed death inhibitors of the malarial parasite plastid, 48 hour incubation; Potency, µM (titrated, usually from 28.7 µM), without a hit: at the highest dose activity change, negative = inhibition, actives largely listed as inhibitors; AID 504832, 2011; P. falciparum luciferase growth in erythrocytes, 48 h; actives 5.9% (n = 310,000); also: potency is read from the fitted curve at half-maximal effect; % is scaled to controls: 0 for no effect and ±100 for the full control effect
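Luciferase-expressing parasites in RBCs, 2% Hct / 0.1% parasitemia final; RPMI 1640 + 0.5% Albumax; 37 C, 5% CO2, one generation; luminescence read-out, lower signal = inhibition.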
FBPA Giardia inh: qHTS Assay for Inhibitors of Fructose-1,6-bisphosphate Aldolase from Giardia Lamblia; A8B2U2; purified Giardia FBPA; Potency, µM (top dose mostly 59.6 µM), for the others: at the top dose activity, negative = inhibition, hits mostly inhibitors; actives 0.71% (n = 290,000); AID 2451, 2010; also: potency is read from the fitted curve at half-maximal effect; % is scaled to controls: 0 for no effect and ±100 for the full control effect; nearly all actives have a fitted effect of over 55% in size
Target sequence (A8B2U2 whole entry, looked up): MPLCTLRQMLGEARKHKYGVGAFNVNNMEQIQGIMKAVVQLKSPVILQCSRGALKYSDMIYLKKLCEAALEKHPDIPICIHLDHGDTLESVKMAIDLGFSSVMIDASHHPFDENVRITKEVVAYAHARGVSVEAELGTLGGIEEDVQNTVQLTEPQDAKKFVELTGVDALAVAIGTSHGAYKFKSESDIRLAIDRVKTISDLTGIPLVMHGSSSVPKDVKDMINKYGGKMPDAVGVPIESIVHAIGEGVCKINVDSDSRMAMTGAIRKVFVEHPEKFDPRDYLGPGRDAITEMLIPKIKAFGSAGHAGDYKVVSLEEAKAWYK
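40 nM FBPA preincubated 10 min at RT with compound (up to 57.5 uM final), then substrate plus GAPDH/TPI/NAD/arsenate coupling and diaphorase/resazurin added. Fluorescence read after 20 min at RT, 525/598 nm.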
HCV inh: qHTS Assay for Inhibitors of Hepatitis C Virus (HCV); Potency, µM (titrated, usually from 41.8 µM), for inactives: at the highest dose activity change, negative = inhibition, usual class: inhibitors; actives 3.4% (n = 340,000); Huh7.5.1 HCVcc-Cre infection, luciferase reporter, 44 h; also: potency is read from the fitted curve at half-maximal effect; % is scaled to controls: 0 for no effect and ±100 for the full control effect
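Cells (1,000/well) were plated 4 h before compound, then infected with HCVcc-Cre virus (~0.5 moi). After 44 h further culture, infection was read as luciferase luminescence following a 15 min substrate incubation at room temperature.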
An asterisk follows results filed as active; [ ] = remark or other dose. Unless noted, calls follow the shape of the dose curve; as a rule, active = well fitted curve in the direction sought with a large enough effect; inconclusive = small, poorly fitted or top-dose-only effect, or another doubt; inactive = no such curve, though single readings can be large; an effect the other way counts as inactive or inconclusive. Random draw from the library; about 24% have a hit in one of these screens.

The first 2 records (preview)
`COc1ccc(S(=O)(=O)NCCC(=O)NCc2ccccc2)cc1` gave Pf growth 96h inconclusive, CHX counter -1.2, Shiga toxin inh -19.7, Pf growth 48h -17.9% and FBPA Giardia inh 0.4%.
Screening N#C/C(=N\Nc1ccc(Cl)cc1)C(N)=S returned Pf growth 96h inconclusive, CHX counter 22.9*, Shiga toxin inh 45.6*, Pf growth 48h 23.6%, FBPA Giardia inh -24.7% and HCV inh inconclusive.

The list itself, from the start:
`COc1ccc(S(=O)(=O)NCCC(=O)NCc2ccccc2)cc1` gave Pf growth 96h inconclusive, CHX counter -1.2, Shiga toxin inh -19.7, Pf growth 48h -17.9% and FBPA Giardia inh 0.4%.
Screening N#C/C(=N\Nc1ccc(Cl)cc1)C(N)=S returned Pf growth 96h inconclusive, CHX counter 22.9*, Shiga toxin inh 45.6*, Pf growth 48h 23.6%, FBPA Giardia inh -24.7% and HCV inh inconclusive.
Cc1cc(C)n2nc(SCc3nnc(SCCCCl)o3)nc2n1 was read as Pf growth 96h inconclusive, CHX counter 1.9, Shiga toxin inh -16.4, Pf growth 48h inconclusive, FBPA Giardia inh 0.5% and HCV inh -15.9%.
For CN1CCN(C(=O)CSc2nc(-c3ccco3)cc(C(F)(F)F)n2)CC1 the results were Pf growth 96h 0.0%, CHX counter 0.5, Shiga toxin inh 1.9, Pf growth 48h 37.2%[activator], FBPA Giardia inh 2.6% and HCV inh -6.0%.
Screening CCC(C)Sc1cc(-c2nc3ccccn3c2NC2CCCCC2)ccc1OC (stereo not drawn) returned Pf growth 96h inconclusive, Pf growth 48h 4.15µM* and HCV inh inconclusive.
`COc1cc(C2NC(C(=O)O)CS2)ccc1OCc1ccccc1C#N` (stereo not drawn) gave Pf growth 96h inconclusive, CHX counter 17.7, Shiga toxin inh 26.1, Pf growth 48h 25.8%, FBPA Giardia inh inconclusive and HCV inh 18.9%.
For COc1cc(C)cc(OC)c1OCC(=O)Nc1cc(C)on1 the results were Pf growth 96h inconclusive, Pf growth 48h inconclusive and HCV inh -27.2%.
`CCOc1ccc(C(=O)Nc2ccc(N3CCN(C)CC3)cc2)cc1` gave Pf growth 96h -15.5%, CHX counter 12.0, Shiga toxin inh 14.6, Pf growth 48h 3.6%, FBPA Giardia inh 3.0% and HCV inh 12.2%.
CCc1ccc(S(=O)(=O)ON2C(=O)c3ccccc3C2=O)cc1 was read as Pf growth 96h 357.5%[activator], CHX counter 1.1, Shiga toxin inh 2.2, Pf growth 48h 10.9%, FBPA Giardia inh -1.2% and HCV inh 8.0%.
Screening COc1cc(/C=C2/SC(=S)N(CC(=O)Nc3nc4ccccc4s3)C2=O)cc(OC)c1OC returned Pf growth 96h 0.0%, CHX counter 1.8, Shiga toxin inh -6.5, Pf growth 48h inconclusive, FBPA Giardia inh 2.6% and HCV inh 3.6%.
Screening CC(=O)c1sc(Nc2ccc(C)cc2)nc1C returned Pf growth 96h -5.0%, CHX counter 14.5, Shiga toxin inh 13.1, Pf growth 48h 29.3%, FBPA Giardia inh -10.4% and HCV inh 11.5%.
For O=C(CN1C(=O)NC(Cc2c[nH]c3ccccc23)C1=O)NCCc1ccc(F)cc1 (stereo not drawn) the results were Pf growth 96h -0.2%, CHX counter -0.7, Shiga toxin inh 5.5, Pf growth 48h -6.5%, FBPA Giardia inh -0.3% and HCV inh -2.6%.
Screening CCNC(=O)c1ccccc1NC(=O)C1CC(=O)N(C(C)C)C1 (stereo not drawn) returned Pf growth 96h -0.8%, CHX counter 2.3, Shiga toxin inh -6.3, Pf growth 48h -24.5%, FBPA Giardia inh -11.3% and HCV inh 8.4%.
Cc1ccc(NC(=O)CN(C)C(=O)COC(=O)COc2ccc(C#N)cc2)cc1 was read as Pf growth 96h 11.7%, Pf growth 48h 1.9% and HCV inh 15.5%.
O=C(NCCN1CCN(c2ccccc2)CC1)Nc1ccccc1Br was read as Pf growth 96h 36.2%[activator], CHX counter -2.1, Shiga toxin inh 9.7, Pf growth 48h -24.6%, FBPA Giardia inh 2.5% and HCV inh -0.7%.
For Cc1ccc(NCc2ccccc2)cc1 the results were Pf growth 96h 7.0%, CHX counter 49.1*, Shiga toxin inh 93.6*, Pf growth 48h 31.1%[activator], FBPA Giardia inh 2.1% and HCV inh -6.5%.
Screening NC1=NC(=O)C(CC(=O)NCc2ccccc2)S1 (stereo not drawn) returned Pf growth 96h inconclusive, CHX counter 6.8, Shiga toxin inh -7.5, Pf growth 48h 11.9%, FBPA Giardia inh -0.7% and HCV inh 25.2%.
For CC(=O)c1cccc(NC(=O)C(C)OC(=O)C2CCC2)c1 (stereo not drawn) the results were Pf growth 96h 38.3%[activator], CHX counter 1.1, Shiga toxin inh -1.8, Pf growth 48h 22.4% and HCV inh 6.6%.
For O=C1CS/C(=C/C(=O)c2cccc(Cl)c2)N1 the results were Pf growth 96h 19.6%, CHX counter 27.2*, Shiga toxin inh 56.0, Pf growth 48h 44.0%[activator], FBPA Giardia inh 5.3% and HCV inh 5.4%.
COc1ccc(C(=O)OCC(=O)NC(Cc2ccccc2)C(C)=O)cc1S(=O)(=O)N1CCCC1 (stereo not drawn) was read as Pf growth 96h -18.4%, Pf growth 48h inconclusive and HCV inh 0.5%.
`Cc1ccc(S(=O)(=O)N(C)CC(=O)OCC(=O)N2CCCC2=O)cc1` gave Pf growth 96h 33.2%[activator], CHX counter -2.9, Shiga toxin inh 25.4, Pf growth 48h 163.0%[activator], FBPA Giardia inh 0.6% and HCV inh 8.5%.
For CC(=O)[C@H]1CC[C@H]2C3CC[C@H]4C[C@](C)(O)CC[C@]4(C)C3CC[C@]12C (stereo partly drawn) the results were CHX counter -4.0, Shiga toxin inh -2.8 and FBPA Giardia inh 3.4%.
Cc1ccccc1CN1CCC(Oc2ccc(C(=O)NCc3ccccn3)cc2)CC1 was read as Pf growth 96h inconclusive, CHX counter -3.4, Shiga toxin inh -4.4, Pf growth 48h inconclusive, FBPA Giardia inh 16.4% and HCV inh 9.3%.
COc1ccc(N(C(=O)C(C)C)S(=O)(=O)c2cccs2)cc1 was read as Pf growth 96h -15.1%, CHX counter -1.2, Shiga toxin inh -5.7 and FBPA Giardia inh 3.0%.
`CN1CCN(c2ccc(NC(=O)COc3ccccc3Cl)cc2)CC1` gave Pf growth 96h -13.4%, CHX counter 26.4*, Shiga toxin inh 76.2*, Pf growth 48h 12.4%, FBPA Giardia inh 1.0% and HCV inh inconclusive.
Screening O=C1CC(N2CCN(Cc3ccccc3)CC2)C(=O)N1 (stereo not drawn) returned Pf growth 96h inconclusive, CHX counter -2.3, Shiga toxin inh -8.7, Pf growth 48h 4.2%, FBPA Giardia inh 5.0% and HCV inh 5.0%.
CC(Sc1nnc(-c2ccncc2)n1C)C(=O)Nc1nccs1 (stereo not drawn) was read as Pf growth 96h inconclusive, CHX counter -4.9, Shiga toxin inh -7.1, Pf growth 48h 7.1%, FBPA Giardia inh -9.5% and HCV inh 4.9%.
`COCC(=O)Nc1nc(-c2ccccc2)c(C)s1` gave CHX counter -1.1, Shiga toxin inh 26.2, Pf growth 48h 30.7%[activator], FBPA Giardia inh -0.9% and HCV inh -12.0%.
For O=C1c2ccccc2C(Nc2ccccc2)N1c1ccc(Cl)cn1 (stereo not drawn) the results were Pf growth 96h inconclusive, CHX counter 70.6*, Shiga toxin inh 169.0*, FBPA Giardia inh -10.9% and HCV inh -20.8%.
`CN(C(=O)C1CCOC1)c1nnc(-c2ccncc2)s1` (stereo not drawn) gave Pf growth 96h inconclusive, CHX counter -2.1, Shiga toxin inh -14.5, Pf growth 48h 2.6%, FBPA Giardia inh 4.6% and HCV inh 4.6%.
CCNC(=O)N1C(CC(=O)OCC)C(=O)NC2CCCCC21 (stereo not drawn) was read as CHX counter -1.7, Shiga toxin inh -14.5, Pf growth 48h -2.3%, FBPA Giardia inh 3.8% and HCV inh -6.8%.
`Cc1cc(CNC(=O)C(C)n2cc([N+](=O)[O-])cn2)c2ccccc2n1` (stereo not drawn) gave Pf growth 96h 126.6%[activator], CHX counter -0.9, Shiga toxin inh -5.8, Pf growth 48h -6.4%, FBPA Giardia inh -6.2% and HCV inh -0.6%.
`CCn1c(/C=C/Nc2ccccc2)[n+](CC)c2ccc(C(=O)OCC(F)(F)F)cc21` gave Pf growth 96h inconclusive, CHX counter -3.2, Shiga toxin inh -2.8, Pf growth 48h inconclusive, FBPA Giardia inh 1.3% and HCV inh inconclusive.
`COc1cccc(/C=N/Nc2ncnc3c2ncn3Cc2ccccc2)c1O` gave Pf growth 96h 2.33µM*, CHX counter -1.8, Shiga toxin inh -4.8, Pf growth 48h 1.85µM*, FBPA Giardia inh -2.2% and HCV inh inconclusive.
`Nc1ccc(NC(=O)c2cccc(C(=O)Nc3ccc(N)cc3Cl)c2)c(Cl)c1` gave Pf growth 96h 143.4%[activator], CHX counter -0.6, Shiga toxin inh -2.6, Pf growth 48h -18.6%, FBPA Giardia inh 6.6% and HCV inh -17.0%.
For CC(=O)Oc1cccc(N2C(=O)C3C(C2=O)C2C=CC3C23CC3)c1 (stereo not drawn) the results were Pf growth 96h 80.4%[activator], CHX counter 0.8, Shiga toxin inh -4.3, Pf growth 48h 4.8%, FBPA Giardia inh 2.8% and HCV inh 8.2%.
Screening O=C(NCc1ccco1)c1ccc(Br)c(S(=O)(=O)N2CCCCC2)c1 returned Pf growth 96h inconclusive, CHX counter -2.3, Shiga toxin inh -1.7, Pf growth 48h inconclusive, FBPA Giardia inh 3.5% and HCV inh inconclusive.
For COc1ccc2c(c1)CC1(CN2C)C(=O)NC(=O)N(c2ccc(F)cc2)C1=O (stereo not drawn) the results were CHX counter -2.1, Shiga toxin inh -6.8, Pf growth 48h -12.5%, FBPA Giardia inh inconclusive and HCV inh -6.0%.
Screening CC1CCc2nc(NCCO)nc(C(F)(F)F)c2C1 (stereo not drawn) returned Pf growth 96h 10.3%, CHX counter -2.2, Shiga toxin inh -11.9, Pf growth 48h 26.4%, FBPA Giardia inh 5.0% and HCV inh inconclusive.
Cc1ccc(S(=O)(=O)NCC(=O)N(CC(=O)NC(C)(C)C)Cc2ccc3c(c2)OCO3)cc1 was read as Pf growth 96h -17.0%, CHX counter -8.6, Shiga toxin inh 10.9, Pf growth 48h 0.8%, FBPA Giardia inh -0.2% and HCV inh 14.6%.
Screening CCOC(=O)C1CCN(c2nc(C)nc3c2oc2ccccc23)CC1 returned Pf growth 96h -7.9%, CHX counter -2.7, Shiga toxin inh -3.2, Pf growth 48h 2.7%, FBPA Giardia inh -4.5% and HCV inh 17.9%.
For Cc1noc(NS(=O)(=O)c2ccc(NC(=O)c3oc4ccc(F)cc4c3C)cc2)c1C the results were Pf growth 96h 1.6%, CHX counter -2.4, Shiga toxin inh -2.5, Pf growth 48h 15.8%, FBPA Giardia inh 7.3% and HCV inh 6.8%.
Screening CC(C)c1ccc(NC(=O)NC2CC3CCC(C2)N3Cc2cccs2)cc1 (stereo not drawn) returned Pf growth 96h 23.2%, CHX counter 8.6, Shiga toxin inh -12.0, Pf growth 48h inconclusive, FBPA Giardia inh 2.4% and HCV inh -25.4%.
For CCC1CCCCN1CCCNC(=O)CSc1nc2nc(C)c(Cc3ccccc3)c(C)n2n1 (stereo not drawn) the results were Pf growth 96h inconclusive, CHX counter -1.4, Shiga toxin inh -22.4, Pf growth 48h -6.7%, FBPA Giardia inh 9.0% and HCV inh -27.7%.
For O=C(CCc1c[nH]c2ccccc12)NCCc1ccc2c(c1)OCCO2 the results were Pf growth 96h -16.5%, CHX counter 16.6, Shiga toxin inh 83.8*, Pf growth 48h inconclusive and HCV inh inconclusive.
